Screening data: PubChem, National Center for Advancing Translational Sciences (NCATS)
TDP1 cell CPT – qHTS for Inhibitors of human tyrosyl-DNA phosphodiesterase 1 (TDP1): qHTS in cells in presence of CPT; chicken DT40 Tdp1-/-;hTDP1 cells + 20 nM CPT, ATP luminescence, 48 h; Potency, µM (highest dose often 46.2 µM), for inactives: at the top dose activity change, negative = growth inhibition, actives largely listed as inhibitors; 420,000 compounds, 12% hits; note: nearly all actives have a fitted effect of over 55% in size
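Chicken DT40 Tdp1-/- cells complemented with human TDP1, 400 cells/well, exposed to compounds plus 20 nM camptothecin for at least 48 h at 37 C; viability read as ATP content by CellTiter-Glo luminescence.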
DT40 TDP1 no CPT – qHTS for Inhibitors of human tyrosyl-DNA phosphodiesterase 1 (TDP1): qHTS in cells in absence of CPT; 420,000 compounds, 15% hits; DT40 Tdp1-/- hTDP1 cells, no CPT, ATP luminescence, 48 h; AID 686978, 2013; Potency, µM (top dose mostly 46.2 µM), for inactives: top-dose activity change, negative = growth inhibition, hits mostly inhibitors; note: nearly all actives have a fitted effect of over 55% in size
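Seeded 400 DT40-hTDP1 cells/well (vehicle DMSO, no 20 nM CPT); pinned compounds; ≥48 hr at 37 °C; CellTiter-Glo luminescence as viability measure.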
KAT2A inh – qHTS Assay for Inhibitors of GCN5L2; Histone acetyltransferase KAT2A (Homo sapiens), Q92830; GCN5L2 HAT assay, ThioGlo1 CoA-SH fluorescence; Potency, µM (series often up to 58.9 µM), for inactives: top-dose activity change, negative = inhibition, hits mostly inhibitors; 390,000 compounds, 0.21% hits; AID 504327, 2011
Target sequence (Q92830 whole entry, looked up): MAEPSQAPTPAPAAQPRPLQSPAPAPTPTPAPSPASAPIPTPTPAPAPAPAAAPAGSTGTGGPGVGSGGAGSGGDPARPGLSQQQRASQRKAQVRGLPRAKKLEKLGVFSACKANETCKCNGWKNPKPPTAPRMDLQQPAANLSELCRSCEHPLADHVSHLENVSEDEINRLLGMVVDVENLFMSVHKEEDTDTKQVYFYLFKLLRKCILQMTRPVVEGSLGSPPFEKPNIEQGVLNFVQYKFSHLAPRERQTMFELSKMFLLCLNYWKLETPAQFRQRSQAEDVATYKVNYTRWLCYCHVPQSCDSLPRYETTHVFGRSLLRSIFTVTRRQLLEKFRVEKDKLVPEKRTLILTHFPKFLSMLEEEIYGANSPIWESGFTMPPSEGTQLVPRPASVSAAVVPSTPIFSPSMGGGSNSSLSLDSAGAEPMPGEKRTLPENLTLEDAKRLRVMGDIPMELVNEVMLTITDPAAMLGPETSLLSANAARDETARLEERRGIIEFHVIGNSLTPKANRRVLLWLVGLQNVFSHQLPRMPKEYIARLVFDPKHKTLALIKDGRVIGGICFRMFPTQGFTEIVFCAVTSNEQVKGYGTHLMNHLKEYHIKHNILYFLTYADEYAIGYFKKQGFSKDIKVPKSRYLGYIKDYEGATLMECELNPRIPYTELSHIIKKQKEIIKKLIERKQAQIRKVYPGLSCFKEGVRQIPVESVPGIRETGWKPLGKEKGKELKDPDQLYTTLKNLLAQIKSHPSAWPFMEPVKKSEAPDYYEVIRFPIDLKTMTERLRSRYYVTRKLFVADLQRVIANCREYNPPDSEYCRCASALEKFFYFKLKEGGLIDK
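ThioGlo1-coupled HAT assay: 20nM GCN5L2, 70uM acetyl-CoA, 75uM H3(1-25) peptide, pH 7.5. Fluorescence read at 340/540nm at start and after 20 min at room temperature.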
Active calls of the source: *; u = inconclusive; x = not tested or not shown; [ ] = another dose, or the depositor's remark. Calls come from the whole dose curve; as a rule, active = well fitted curve in the direction sought with a large enough effect; inconclusive = small, poorly fitted or top-dose-only effect, or another doubt; inactive = no such curve, though single readings can be large; an effect the other way counts as inactive or inconclusive. % is set by controls: 0 for no effect and ±100 for the full control effect; potency is the fitted concentration of half-maximal effect. These rows are one share of the data (hit frequency here may not be typical).

Results follow in this order: TDP1 cell CPT | DT40 TDP1 no CPT | KAT2A inh
1) Cc1ccc(S(=O)(=O)Oc2cccc(N3C(=O)C4CC=CCC4C3=O)c2)cc1 (centres undefined)
→ 16.4µM* | u | -12.3%
2) O=C1CSC(=S)N1/N=C/C=C/c1ccccc1
→ -13.7% | -1.4% | -27.6%
3) CC(C)N1CCN(S(=O)(=O)c2ccc3ccccc3c2)CC1
→ -4.4% | 4.8% | -9.0%
4) CCOC(=O)c1c(C)c(C(=O)Nc2cc(OC)ccc2OC)c(C)n1CC
→ 6.51µM* | 18.4µM* | -0.1%
5) CCc1noc(C)c1C(=O)Nc1nc(-c2ccccc2)c(C(C)=O)s1
→ -29.1% | -17.0% | -4.8%
6) Cc1ccc(NS(=O)(=O)c2ccc(NC(=O)c3cccs3)cc2)cc1
→ u | u | -6.7%
7) Cc1cc(C)c2nc(NNC(=O)c3ccc(S(=O)(=O)N4CCCCC4)cc3)sc2c1
→ 4.61µM* | 3.26µM* | -13.6%
8) O=C1CC(c2ccco2)Sc2ccccc2N1 (centres undefined)
→ -13.5% | 2.9% | -12.5%
9) CCCCc1nc2cc(C(=O)N3CCNC(=O)C3CC(=O)OC)ccc2o1 (centres undefined)
→ 0.1% | -4.2% | -13.7%
10) CSc1ncccc1C(=O)Nc1nc2ccc(F)cc2s1
→ -1.9% | -12.0% | -3.8%
11) CCCCCCCOc1ccc(C(=O)Nc2cccnc2)cc1
→ u | u | -6.9%
12) Cc1[nH]n(-c2ccccc2)c(=O)c1N=Nc1ccc(C(=O)O)cc1
→ u | 1.1% | 7.7%
13) CC1(C)OC2OC(C(=O)N/N=C/c3cc(Br)ccc3O)C3OC(C)(C)OC3C2O1 (centres undefined)
→ 14.6µM* | 14.6µM* | -10.5%
14) CCOC(=O)c1c(C)n(C)c2cc(CN(C)C)c(O)c(S(=O)(=O)c3ccccc3)c12
→ 5.8% | -22.0% | 2.2%
15) COc1ccc(/C=N/NC(=O)CCSc2nc3ccccc3s2)cc1
→ 5.8µM* | 2.59µM* | -6.5%

Later entries:
Results follow in this order: TDP1 cell CPT | DT40 TDP1 no CPT | KAT2A inh
16) COC(CNC(=O)c1cccc(-n2c(=S)[nH]c3cc(Cl)ccc3c2=O)c1)OC
→ 12.4% | -0.9% | -5.9%
17) COc1ccc(N=Cc2cc3c(cc2O)OC(N)=C(C#N)C3c2ccccc2)cc1 (centres undefined)
→ u | 20.6µM* | -10.3%
18) COC(=O)c1c(-c2cccs2)csc1NC(=O)COc1ccc(C)cc1
→ u | u | -20.0%
19) CCOC(=O)CSc1n[nH]c(NC(C)=O)n1
→ -0.1% | -2.1% | -4.3%
20) CC(/C=N\NC(=O)CN1CCN(Cc2ccccc2)CC1)=C\c1ccco1
→ -0.7% | 0.5% | 4.1%
21) O=C(Nc1c(-c2ccc3c(c2)OCO3)[nH][nH]c1=O)c1cnccn1
→ -13.1% | 4.8% | x
22) COc1ccc(OCCn2cc(/C(N)=N/O)c3ccccc32)cc1
→ -17.1% | u | -2.2%
23) Cc1cc(Cl)ccc1NC(=O)CN1C(=O)C(=O)N(C2CCCC2)C1=O
→ -9.2% | -28.8% | -4.0%
24) O=C(CCC(=O)Nc1nnc(C2CCCCC2)s1)NCc1ccccc1
→ -7.7% | -7.8% | -1.7%
25) O=C1CC(c2ccccc2)Cc2[nH]c(=O)c(-c3nc(-c4ccc(Cl)cc4)cs3)cc21 (centres undefined)
→ 0.581µM* | 0.651µM* | 4.1%
26) COc1cccc(N(CC(=O)NCC2CCCO2)C(=O)CNS(=O)(=O)c2ccccc2)c1 (centres undefined)
→ 7.8% | -5.6% | -13.2%
27) COc1cccc(OCC(=O)N2CCCc3ccccc32)c1
→ u | -28.5% | -5.4%
28) CCc1ccc(NC(=O)CSc2nc(O)cc(=O)n2C2CCCC2)cc1
→ 29.8% | -9.6% | -11.7%
29) O=C(N/N=C\c1ccncc1)c1ccccc1O
→ 24.3% | -4.2% | -10.0%
30) CC(C)CCNC(=O)NC(=O)COC(=O)CCN=C1NS(=O)(=O)c2ccccc21
→ 3.9% | 0.5% | -7.3%

Looked up by structure from the entries so far, 6 records:
Results follow in this order: TDP1 cell CPT | DT40 TDP1 no CPT | KAT2A inh
30) CC(C)CCNC(=O)NC(=O)COC(=O)CCN=C1NS(=O)(=O)c2ccccc21
→ 3.9% | 0.5% | -7.3%
17) COc1ccc(N=Cc2cc3c(cc2O)OC(N)=C(C#N)C3c2ccccc2)cc1 (centres undefined)
→ u | 20.6µM* | -10.3%
25) O=C1CC(c2ccccc2)Cc2[nH]c(=O)c(-c3nc(-c4ccc(Cl)cc4)cs3)cc21 (centres undefined)
→ 0.581µM* | 0.651µM* | 4.1%
20) CC(/C=N\NC(=O)CN1CCN(Cc2ccccc2)CC1)=C\c1ccco1
→ -0.7% | 0.5% | 4.1%
24) O=C(CCC(=O)Nc1nnc(C2CCCCC2)s1)NCc1ccccc1
→ -7.7% | -7.8% | -1.7%
16) COC(CNC(=O)c1cccc(-n2c(=S)[nH]c3cc(Cl)ccc3c2=O)c1)OC
→ 12.4% | -0.9% | -5.9%

Next part.
Results follow in this order: TDP1 cell CPT | DT40 TDP1 no CPT | KAT2A inh
31) CC(=O)NNc1cc(C)nc(N)n1
→ 3.0% | 5.1% | 3.7%
32) S=c1[nH]nc2ccc3ccccc3n12
→ -19.9% | -19.6% | x
33) Cc1ccc2cc(CNCc3cccc4ccccc34)c(N3CCC(O)CC3)nc2c1
→ -2.3%[9.04 µM] | -29.2% | x
34) CC(C)n1c(=S)[nH]c2cc(Cl)ccc21
→ -18.9% | u | -5.5%
35) CC(C)C(C(=O)NCC1CCCO1)N(C(=O)CNS(=O)(=O)c1ccccc1)C1CCCCC1 (centres undefined)
→ 3.6% | -0.9% | 2.2%
36) N#CCSc1ccsc1C(=O)Nc1ccc(F)cc1
→ -11.0% | -5.4% | -12.0%
37) CCN(CC(=O)Nc1c(F)cccc1F)C(=O)c1cccc(S(=O)(=O)N(C)c2ccccc2)c1
→ 13µM* | 14.6µM* | -1.8%
38) Cc1ccccc1-c1nc2scc(CCNS(=O)(=O)c3ccccc3)n2n1
→ u | u | -3.5%
39) Cc1cnc(C=O)c2cccc([N+](=O)[O-])c12
→ 5.8µM* | 3.66µM* | x
40) Cc1cccc(C)c1-n1nnnc1C1(C)CCC(=O)N1CCc1ccccc1F (centres undefined)
→ u | u | x
41) CC1(C)C2CCC1(C)C(OC(=O)CCn1ccnc1)C2 (centres undefined)
→ -6.0% | u | -19.0%
42) CCCN(CCO)Cc1ccc(F)c(Br)c1
→ -18.0% | -9.1% | 3.8%
43) Cc1cc(/C=C2/C(=O)NN(c3ccccc3)C2=O)c(C)n1-c1ccc(O)cc1
→ u | 18.4µM* | -1.8%
44) O=C(CCCn1cnc([N+](=O)[O-])n1)Nc1ccc(F)c(Cl)c1
→ 0.8% | -5.6% | -0.8%
45) Cc1cc(Cl)c(S(=O)(=O)NC(C)C)cc1OCC(N)=O
→ -22.6% | -17.9% | -0.6%

Shown with each value named: entries from further up.
42: CCCN(CCO)Cc1ccc(F)c(Br)c1
  TDP1 cell CPT: -18.0%	DT40 TDP1 no CPT: -9.1%	KAT2A inh: 3.8%

43: Cc1cc(/C=C2/C(=O)NN(c3ccccc3)C2=O)c(C)n1-c1ccc(O)cc1
  TDP1 cell CPT: u	DT40 TDP1 no CPT: 18.4µM*	KAT2A inh: -1.8%

44: O=C(CCCn1cnc([N+](=O)[O-])n1)Nc1ccc(F)c(Cl)c1
  TDP1 cell CPT: 0.8%	DT40 TDP1 no CPT: -5.6%	KAT2A inh: -0.8%

Next entries.
Results follow in this order: TDP1 cell CPT | DT40 TDP1 no CPT | KAT2A inh
46) O=C1C2=C(c3ccccc31)[N+](=O)C1CCCCC1N2[O-] (centres undefined)
→ 23.1µM* | 14.6µM* | 2.6%
47) N/C(=N\OC(=O)CCn1cccc(C(F)(F)F)c1=O)c1ccc(OC(F)(F)F)cc1
→ -10.4% | -14.0% | -12.1%
48) Fc1ccc(CCNc2ncnc3[nH]ncc23)cc1
→ u | 16.4µM* | x
49) O=C(O)CC(SCC(=O)Nc1ccc(Br)cc1)C(=O)O (centres undefined)
→ 15.0% | -10.5% | -18.7%
50) COc1ccc(NC(=O)Cn2nnc(C(=O)NCCc3ccc(OC)c(OC)c3)c2N)cc1
→ -4.4% | 0.9% | 1.7%
51) Cc1sc2ncn(CC(=O)NCCCC(=O)N3CCC(C(N)=O)CC3)c(=O)c2c1C
→ 2.4% | 14.0% | -6.8%
52) CNc1ccn(C2CCCO2)c(=O)n1 (centres undefined)
→ 11.6% | 6.6% | -15.5%
53) COc1ccc(/C=N/NC(=O)c2cc(-c3ccc(C)cc3C)nc3ccccc23)cc1COC(C)=O
→ u | 1.46µM* | 2.8%
54) C=CCC[C@@H](Cc1ccc(F)cc1)C(=O)OCCNC(=O)[C@@H](CC=C)CC(=O)N[C@H](CO)Cc1ccccc1
→ 20.6µM* | u | -5.3%
55) O=C(CSc1cccc[n+]1[O-])NC1CCCCC1
→ -9.6% | -9.7% | -1.2%
56) Cn1c(=O)c(-c2cc(F)cc(F)c2)nc2cncnc21
→ -14.4% | -6.2% | -14.1%
57) CCOC(=O)c1c(C)c(C(=O)N2CCCCCC2)c(C)n1CC
→ -22.2% | -7.3% | -0.6%
58) Cc1nc(N)nc(SCc2ccc([N+](=O)[O-])cc2)c1N
→ u | 25.9µM* | -0.1%
59) O=C(c1cccc(-c2cncc3nccn23)c1)N1CCOCC1
→ -44.6% | -2.7% | x
60) CCC(C)C(=O)Nc1ccc(S(=O)(=O)Nc2nccs2)cc1 (centres undefined)
→ -1.6% | -6.4% | 5.8%

One compound at a time, as listed above:
Shown for `CCOC(=O)c1c(C)c(C(=O)N2CCCCCC2)c(C)n1CC` : TDP1 cell CPT = -22.2%; DT40 TDP1 no CPT = -7.3%; KAT2A inh = -0.6%
Shown for `Cn1c(=O)c(-c2cc(F)cc(F)c2)nc2cncnc21` : TDP1 cell CPT = -14.4%; DT40 TDP1 no CPT = -6.2%; KAT2A inh = -14.1%

Continuation:
Results follow in this order: TDP1 cell CPT | DT40 TDP1 no CPT | KAT2A inh
61) O=C(CCS(=O)(=O)c1ccc(Cl)cc1)Nc1ccccc1Br
→ 1.8% | -12.7% | -6.5%
62) COc1ccc(CNC(=O)/C=C/c2ccccc2[N+](=O)[O-])cc1
→ -6.5% | -13.2% | -8.2%
63) O=C(/C=C/[C@H]1O[C@@H](n2cnc3c(NC(=O)c4ccccc4)ncnc32)[C@H](O)[C@@H]1O)NCCCN1CCCC1=O
→ 0.1% | -25.3% | x
64) O=S(=O)(c1ccccc1)c1cc(O)ccc1O
→ 3.26µM* | 7.31µM* | -10.4%
65) O=C(COC(=O)Cn1cnc2ccccc21)Nc1cccc([N+](=O)[O-])c1
→ 5.3% | 1.8% | -13.2%
66) COc1ccc(S(=O)(=O)N2CCN(C(=O)CCSc3ccccc3)CC2)cc1
→ 11.6µM* | u | -1.2%
67) COc1ccccc1N1CCN(C(=O)c2cn(C)c3ccc(S(=O)(=O)N(C)C4CCCCC4)cc3c2=O)CC1
→ -27.1% | u | -1.8%
68) CNc1ccccc1C(=O)OCC(C)=O
→ -9.9% | -1.5% | -6.7%
69) COc1ccc(S(=O)(=O)N2CCCCC2)cc1NC(=O)CSc1ncccn1
→ -1.2% | -21.5% | 0.6%
70) Cc1ccc(CCNC(=O)c2cn(C)c3ccc(S(=O)(=O)N(C)C4CCCCC4)cc3c2=O)cc1
→ 3.9% | -3.9% | -4.6%
71) Cc1nn(-c2ccccc2)c2c1C(c1ccc(O)c(O)c1)N1C(=N2)C(Nc2ccccc2)=Nc2ccccc21 (centres undefined)
→ 6.4% | 0.8% | -15.0%
72) OC(Cc1ccccc1Br)c1ncc(-c2ccc(Cl)cc2)[nH]1 (centres undefined)
→ u | u | x
73) COc1ccc(/C=N/N2CCOCC2)cc1COc1ccc(Cl)cc1
→ u | u | -7.3%
74) CC(OC(=O)CN1C(=O)NC2(CCCC2)C1=O)c1ccc(F)cc1 (centres undefined)
→ -16.4% | 15.0% | -4.7%
75) Cc1ccc(N(Cc2cc(=O)[nH]c3ccccc23)C(=O)C(C)C)c(C)c1
→ -1.0% | u | 0.7%
76) Cn1nnnc1SC(C(=O)Nc1cccc(C(F)(F)F)c1)c1ccccc1 (centres undefined)
→ -19.1% | -17.0% | -6.3%
